High-throughput results as filed in PubChem.
GAA glycogen mod: qHTS Assay for Inhibitors and Activators of Human alpha-Glucosidase Cleavage of Glycogen; AID 2100, 2009; Potency, µM (highest dose often 76.4 µM), without a hit: at the top dose activity change, negative = inhibition, actives largely listed as inhibitors; recombinant GAA, glycogen substrate, Amplex Red glucose oxidase fluorescence; Lysosomal alpha-glucosidase (Homo sapiens), P10253; 0.38% of 300,000 active;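 note: 0% = full enzyme reaction and -100% = no-enzyme basal signal; the screen sought inhibitors and activators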
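qHTS, 1536-well; enzyme 4 nM final; cpd up to 77 uM; substrate bovine liver glycogen 30 ug; 50 mM citrate/phosphate pH 5.0, 0.01% Tween-20; 37 C, 40 min; Amplex Red detection 45 min RT; Hill fit → AC50.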
GAA spleen mod: qHTS Assay for Inhibitors and Activators of Human alpha-Glucosidase From Spleen Homogenate; human spleen homogenate, 4-MU-alpha-glucoside fluorescence; Potency, µM (titrated, usually from 79.9 µM), inactives show at the top dose activity change, negative = inhibition, most hits filed as inhibitors; 0.006% of 240,000 active; AID 2112, 2009;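 note: 0% = enzyme with vehicle and -100% = no enzyme basal signal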
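AC50 values come from Hill-equation fits of concentration-response data, normalized to no-enzyme and full-activity controls. Enzyme source: 1 ug human spleen homogenate; 1 mM fluorogenic 4-MU glucoside, pH 5.0 citrate buffer, 37 C, 40 min.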
HttQ103 aggreg: qHTS Multiplex Assay to Identify Dual Action Probes in a Cell Model of Huntington: Aggregate Formation (GFP) | PC12 HttQ103-GFP aggregates, Acumen cytometry, 40 h | Potency, µM (doses to about 46.1 µM), inactives show at the highest dose activity change, negative = inhibition, hits mostly inhibitors | 1.1% of 220,000 active | AID 1688, 2009; note: % is set by controls: 0 for no effect and ±100 for the full control effect; nearly all actives have a fitted effect of over 60% in size
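Huntingtin Q103 exon 1–GFP aggregates in induced PC12 cells (100 nM tebufenozide) were quantified by cytometry from lysates, with compounds dosed in titration.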
GAA inhib: qHTS Assay for Inhibitors of Human alpha-Glucosidase as a Potential Chaperone Treatment of Pompe Disease | 0.005% of 200,000 active | Lysosomal alpha-glucosidase (Homo sapiens), P10253 | Potency, µM (doses to about 76.9 µM), for inactives: top-dose activity change, negative = inhibition, hits mostly inhibitors | purified human GAA, 4-MU-alpha-glucoside fluorescence;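 note: plate controls were uninhibited enzyme wells for no effect and no-enzyme background for full effect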
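AC50 values come from Hill fits of compound titrations (up to 77 uM) against 4 nM human enzyme. Substrate 4-methylumbelliferyl-alpha-D-pyranoside at 400 uM, pH 5.0 citrate buffer, 20 min room temperature; fluorescence Ex 365/Em 440 after alkaline stop.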
IMPase Li inh: qHTS Assay for Identifying the Cell-Membrane Permeable IMPase Inhibitors: Potentiation with Lithium. CHO-M1 cells, IP1 TR-FRET (IP-One), carbachol + lithium. Potency, µM (doses to about 59.4 µM), without a hit: at the highest dose activity, negative = IMPase inhibition, hits mostly inhibitors. 0.35% of 210,000 active;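 note: IP1 builds up when IMPase is blocked and the TR-FRET signal falls; plate controls were basal vehicle for no effect and high inhibitor control for full effect; nearly all actives have a fitted effect of over 50% in size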
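Test compounds were applied to CHO-M1 cells previously cultured for 16–30 h at 2000 per well. A small lithium amount accompanied them; after 30 min at 37C, IP1 was quantified by TR-FRET.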
HTT cytoprotect: qHTS Multiplex Assay to Identify Dual Action Probes in a Cell Model of Huntington: Cytoprotection (ATP) | AID 1471, 2008 | PC12 HTT-Q103 induced, cytoprotection, ATP luminescence, 40 h | Potency, µM (doses to about 56.4 µM), for the others: cytoprotection (ATP increase), actives largely listed as activators | 0.14% of 230,000 active;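 note: % of control where 0% means no effect; nearly all actives have a fitted effect of over 45% in size; toxic huntingtin expression switched on by the ecdysone agonist tebufenozide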
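Quantitative HTS on tebufenozide-induced (100 nM) PC12 cells expressing HTTQ103 exon 1–GFP; compounds tested as a concentration series; survival measured via cellular ATP.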
RGS12 GoLoco inh: qHTS Assay for Inhibitors of RGS12 GoLoco Motif Activity (Red Fluorophore) | Gai1:RGS12 GoLoco peptide FP, rhodamine, 10 min | Potency, µM (top dose mostly 61.6 µM), for inactives: top-dose activity, negative = inhibition, hits mostly inhibitors | 0.44% of 230,000 active; active = well fitted inhibition curve with a large enough effect, not every such curve was filed as active; inactive = no such curve, though single readings can be large or run the other way; note: % is set by controls: 0 for no effect and ±100 for the full control effect; nearly all actives have a fitted effect of over 30% in size; many of its hits are not listed in these tables
Target sequence (P63096 whole entry, looked up): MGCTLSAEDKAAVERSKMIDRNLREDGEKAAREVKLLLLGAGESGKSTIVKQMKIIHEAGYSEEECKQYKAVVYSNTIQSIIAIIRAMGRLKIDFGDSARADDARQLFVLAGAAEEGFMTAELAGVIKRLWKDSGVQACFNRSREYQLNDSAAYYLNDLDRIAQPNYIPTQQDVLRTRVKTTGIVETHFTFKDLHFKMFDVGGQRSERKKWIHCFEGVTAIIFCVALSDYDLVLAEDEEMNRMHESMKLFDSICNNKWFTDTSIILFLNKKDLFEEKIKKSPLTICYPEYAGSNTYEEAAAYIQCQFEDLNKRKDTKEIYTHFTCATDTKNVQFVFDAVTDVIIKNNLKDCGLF
Active calls of the source: *; ? = inconclusive; . = no result given; & = joins results of further samples; [ ] = another dose, or the depositor's remark. Unless noted, calls come from the whole dose curve; as a rule, active = well fitted curve in the direction sought with a large enough effect; inconclusive = small, poorly fitted or top-dose-only effect, or another doubt; inactive = no such curve, though single readings can be large; an effect the other way counts as inactive or inconclusive. Potency is the fitted concentration of half-maximal effect. Not all compounds are listed; the hit share may differ from the screen's.

SMILES	GAA glycogen mod	GAA spleen mod	HttQ103 aggreg	GAA inhib	IMPase Li inh	HTT cytoprotect	RGS12 GoLoco inh
c1ccc(-c2nc(N3CCOCC3)s[n+]2-c2ccccc2)cc1	-18%	-1%	-7%	2%	-5%	.	-16%
COc1ccc(/C=C/C(=O)c2c(O)n(CCC3=CCCCC3)c(=O)[nH]c2=O)cc1OC	-3%	-4%	15%[9.22 µM]	.	.	13%[10 µM]	19%
Oc1ccc(/C=N/NP(=S)(c2ccccc2)c2ccccc2)cc1O	16µM*	-2%	?	-7%	25%[38.3 µM]	?	5%
c1ccc2sc(N3CCNCC3)nc2c1	11%	-5%	.	11%	18%	.	4%
CC(C)(O)[C@H]1O[C@@H]2CC[C@]3(C)[C@@]4(C)c5[nH]c6ccccc6c5C[C@@H]4CC[C@]3(O)C2=CC1=O	.	-4%	.	.	9%	-3%	3%
COC(=O)c1cc2c(cn1)[nH]c1ccccc12	.	3%&5%	.	.	-2%&-3%	-18%	13%&5%
ClC(Cl)=C(c1ccc(Cl)cc1)c1ccc(Cl)cc1	.	-8%&0%&-1%	.	.	10%&-11%&1%	-10%&3%	8%&4%&0%
C[N+](C)(C)CCOC(=O)CBr	.	-1%&4%	.	.	12%&-9%	-22%	7%&6%
O=C(c1ccncc1)N1CCC[C@@]2(CCN(Cc3nccs3)C2)C1	.	-13%	.	.	13%	?	-6%
Nc1cccc2c(N)cccc12	.	-1%	.	.	41%[activator]	-168%[inhibitor]	-12%

The final 2 entries of the section before are carried over, then new ones follow.
SMILES	GAA glycogen mod	GAA spleen mod	HttQ103 aggreg	GAA inhib	IMPase Li inh	HTT cytoprotect	RGS12 GoLoco inh
O=C(c1ccncc1)N1CCC[C@@]2(CCN(Cc3nccs3)C2)C1	.	-13%	.	.	13%	?	-6%
Nc1cccc2c(N)cccc12	.	-1%	.	.	41%[activator]	-168%[inhibitor]	-12%
N=c1sccn1Cc1ccc(Cl)cc1Cl	-2%	-2%	-19%	6%	11%	13%[10 µM]	12%
COc1ccc(-n2c(SCCN(C)C)nc3ccccc3c2=O)cc1	7%	-1%	20%[9.22 µM]	.	.	-10%[10 µM]	-8%
CCCN(CC#CCOc1ccc(OC)cc1)CCC	6%	0%	-11%	3%	8%[38.3 µM]	-15%	2%
Nn1c(COc2ccc(Cl)cc2)n[nH]c1=S	15%	-4%	?	-10%	4%	.	6%
CCOC(=O)c1c(NC(=O)C(c2ccccc2)c2ccccc2)sc2c1C1CCN2CC1	2%	-16%	?	-8%	9%[38.3 µM]	-81%[inhibitor]	-2%
O=C(COc1ccc2ccccc2c1)N1CCN(Cc2c[nH]c3ccccc23)CC1	2%	-5%	10µM*	-1%	4%	-59%[inhibitor][10 µM]	4%
CN(CCOc1ccc(C=C2C(=O)NC(=O)NC2=O)cc1)c1ccccn1	20%	5%	?	-7%	9%	.	-4%
COc1ccc(-n2c(O)c(C(C)=NC3CC3)c(=O)[nH]c2=O)cc1	8%	-4%	-7%	12%	10%[38.3 µM]	8%	10%
COc1ccc(C2SCC(=O)Nc3c2c(C)nn3-c2ccccc2)cc1 (stereo unspecified)	-1%	-8%	-13%	-3%	32%[38.3 µM]	-21%	3%
Cn1c(O)c(/C=C2/C=CC=N2)c(=O)[nH]c1=O	2%	10%	-3%[9.22 µM]	1%[15.4 µM]	.	3%[10 µM]	8%
COC(=O)[C@H]1C(=O)[C@H](C(=O)OC)[C@@H]2CC[C@H]1N2C	.	.	.	.	5%	-5%[10 µM]	5%[14.2 µM]
CN1CCN(c2cn[nH]c(=O)c2Cl)CC1	-2%	7%	6%[9.22 µM]	?	14%	15%[10 µM]	12%
CC(=O)OC1CC[C@@]2(C)C3CC[C@]4(C)C(=O)CCC4C3CC[C@H]2C1 (stereo partly specified)	.	2%	.	.	21%	22%	10%
O=c1c2ccccc2nc(-c2ccccc2)n1-c1ccccn1	-9%	0%	19%[9.22 µM]	8%	2%	28%[10 µM]	-4%
Cc1cc(C)cc(-n2c(C)cc(/C=C3\C(=O)NC(=O)N(C)C3=O)c2C)c1	-1%	7%	7%	4%	8%	43%[10 µM]	8%
CCOc1ccc(-n2c(-c3cccs3)nc3ccccc3c2=O)cc1	12%	-6%	11%[9.22 µM]	0%	12%	22%[10 µM]	11%
CCCCCCNC(=O)N[C@@H](Cc1ccc(O)cc1)C(=O)NCCC[C@H]1CN2C(=NC[C@H]2C)N1CC1CCC1	7%	-5%	-27%[9.22 µM]	.	.	1%[10 µM]	-34%
CC1CCCN(c2ccc(C(=O)N3CCC4(CC3)OCCO4)cc2[N+](=O)[O-])C1 (stereo unspecified)	-5%	1%	14%	-5%	-3%	?	-4%
Cc1ccc2c(c1)CC1(CN2C)C(=O)NC(=O)N(c2ccccc2C)C1=O (stereo unspecified)	-1%	1%	2%	-7%	1%[38.3 µM]	-19%	6%
Cc1ccsc1C(=O)C1CCCN(Cc2cc3ccccc3o2)C1 (stereo unspecified)	2%	5%	-9%[9.22 µM]	-16%	25%	15%[10 µM]	-7%
CC(O)(CS(=O)(=O)c1cccc(C(F)(F)F)c1)C(=O)Nc1ccc(C(F)(F)F)cc1 (stereo unspecified)	-9%	-10%	-5%	-14%	-16%[38.3 µM]	-18%	-5%
CCC[N+]12CCC(CC1)C(C(O)(c1ccccc1)c1ccccc1)C2 (stereo unspecified)	7%	10%	1%[9.22 µM]	.	.	10%[10 µM]	10%
CCc1ccc(N2C(=O)NC(=O)/C(=C/c3ccsc3)C2=O)cc1	0%	-2%	-5%	1%	10%	-41%[inhibitor]	21%
O=C1CCC[C@H]2[C@H]3CCCN4CCCC(=CN12)[C@@H]34	.	-4%	.	.	23%	?	1%
COc1ccc(Nc2ncc(C(=O)N3CCC4(CC3)OCCO4)c3ccccc23)cc1	-2%	-8%	-9%	?	33%[38.3 µM]	7%	2%
Cc1ccc(-n2c(O)c(/C=N/N3CCCCC3c3cccnc3)c(=O)[nH]c2=S)cc1 (stereo unspecified)	-5%	0%	11%	3%	7%	29%[10 µM]	232%[activator]
CC(C)(C)c1o[nH]c(=O)c1C[C@H](N)C(=O)O	.	1%	.	.	0%	?	3%
Clc1ccccc1Nc1ncnc(-n2cccc2)n1	6%	-7%	-26%	3%	-1%[38.3 µM]	-23%	8%
CCCCCCOc1ccc(CN2CCN(C)CC2)cc1	5%	-9%	-6%	-14%	29%[38.3 µM]	-18%	8%
O=c1[nH]c(=S)n(-c2ccccc2)c(O)c1/C=N/N1CCOCC1	-1%	-14%	-4%	1%	-8%	-3%[10 µM]	8%
CCCCCCn1c(O)c(C=Nc2ccccc2N2CCOCC2)c(=O)[nH]c1=S	0%	-3%	24%[9.22 µM]	.	.	-3%[10 µM]	60%[activator]
COCCCn1c(N)c(C(=O)NCCC(C)C)c2nc3ccccc3nc21	-17%	14%	?	?	-1%[38.3 µM]	-24%[0.074 µM]	9%
CCC(C)/C=C(C)/C=C/C1=CC2=C(Cl)C(=O)C(C)(OC(C)=O)C(=O)C2=CO1 (stereo unspecified)	12%	0%	19%[9.22 µM]	.	1%	-8%[10 µM]	8%
CCC(=Nc1ccc(OC)cc1OC)c1c(O)n(C)c(=O)n(C)c1=O	-8%	-16%	?	-3%	15%[38.3 µM]	-24%[0.074 µM]	-1%
CC1(C)C2([N+](=O)[O-])CN3CC1([N+](=O)[O-])CN(C2)C3c1cccnc1 (stereo unspecified)	1%	-2%	-7%[9.22 µM]	-3%	.	5%[10 µM]	9%
CN1CCN(c2ccc([N+](=O)[O-])c3cccnc23)CC1	1%	1%	7%	0%	-1%[38.3 µM]	-9%	0%

In the list so far, seven have an aryl methoxy group:
SMILES	GAA glycogen mod	GAA spleen mod	HttQ103 aggreg	GAA inhib	IMPase Li inh	HTT cytoprotect	RGS12 GoLoco inh
COc1ccc(/C=C/C(=O)c2c(O)n(CCC3=CCCCC3)c(=O)[nH]c2=O)cc1OC	-3%	-4%	15%[9.22 µM]	.	.	13%[10 µM]	19%
COc1ccc(-n2c(SCCN(C)C)nc3ccccc3c2=O)cc1	7%	-1%	20%[9.22 µM]	.	.	-10%[10 µM]	-8%
CCCN(CC#CCOc1ccc(OC)cc1)CCC	6%	0%	-11%	3%	8%[38.3 µM]	-15%	2%
COc1ccc(-n2c(O)c(C(C)=NC3CC3)c(=O)[nH]c2=O)cc1	8%	-4%	-7%	12%	10%[38.3 µM]	8%	10%
COc1ccc(C2SCC(=O)Nc3c2c(C)nn3-c2ccccc2)cc1 (stereo unspecified)	-1%	-8%	-13%	-3%	32%[38.3 µM]	-21%	3%
COc1ccc(Nc2ncc(C(=O)N3CCC4(CC3)OCCO4)c3ccccc23)cc1	-2%	-8%	-9%	?	33%[38.3 µM]	7%	2%
CCC(=Nc1ccc(OC)cc1OC)c1c(O)n(C)c(=O)n(C)c1=O	-8%	-16%	?	-3%	15%[38.3 µM]	-24%[0.074 µM]	-1%
